Compound activity as filed in PubChem.
BLM helicase inh: qHTS Assay for Inhibitors of Bloom's syndrome helicase (BLM); recombinant BLM DNA unwinding, fluorescence dequenching; 350,000 compounds, 0.2% hits; Potency, µM (series often up to 56.1 µM), for the others: at the highest dose activity change, negative = inhibition, most hits filed as inhibitors;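 note: potency is the fitted concentration of half-maximal effect; plate controls were vehicle for no effect and no enzyme for full effect; nearly all actives have a fitted effect of over 35% in size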
Pol beta inh: qHTS Assay for Inhibitors of DNA Polymerase Beta. P06746. Pol beta primer extension/strand displacement, fluorescence kinetic. Potency, µM (top dose mostly 114 µM), without a hit: at the top dose activity change, negative = inhibition, hits mostly inhibitors. 340,000 compounds, 1.3% hits. AID 485314, 2010; note: potency is the fitted concentration of half-maximal effect; % is set by controls: 0 for no effect and ±100 for the full control effect
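Curves were derived by four-parameter Hill fits of normalized qHTS data. The kinetic fluorescent primer-extension read was taken at 0 and 10 min after 50 nM substrate, following a 15 min room-temperature preincubation of 10 nM enzyme with compounds.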
POLI inh: qHTS for Inhibitors of Polymerase Iota. DNA polymerase iota (Homo sapiens), Q9UNA4. Pol iota fluorescent replication assay, 10 min. 390,000 compounds, 1% hits. AID 588590, 2011. Potency, µM (top dose mostly 115 µM), without a hit: at the top dose activity, negative = inhibition, usual class: inhibitors; note: potency is the fitted concentration of half-maximal effect
Target sequence (Q9UNA4 whole entry, looked up): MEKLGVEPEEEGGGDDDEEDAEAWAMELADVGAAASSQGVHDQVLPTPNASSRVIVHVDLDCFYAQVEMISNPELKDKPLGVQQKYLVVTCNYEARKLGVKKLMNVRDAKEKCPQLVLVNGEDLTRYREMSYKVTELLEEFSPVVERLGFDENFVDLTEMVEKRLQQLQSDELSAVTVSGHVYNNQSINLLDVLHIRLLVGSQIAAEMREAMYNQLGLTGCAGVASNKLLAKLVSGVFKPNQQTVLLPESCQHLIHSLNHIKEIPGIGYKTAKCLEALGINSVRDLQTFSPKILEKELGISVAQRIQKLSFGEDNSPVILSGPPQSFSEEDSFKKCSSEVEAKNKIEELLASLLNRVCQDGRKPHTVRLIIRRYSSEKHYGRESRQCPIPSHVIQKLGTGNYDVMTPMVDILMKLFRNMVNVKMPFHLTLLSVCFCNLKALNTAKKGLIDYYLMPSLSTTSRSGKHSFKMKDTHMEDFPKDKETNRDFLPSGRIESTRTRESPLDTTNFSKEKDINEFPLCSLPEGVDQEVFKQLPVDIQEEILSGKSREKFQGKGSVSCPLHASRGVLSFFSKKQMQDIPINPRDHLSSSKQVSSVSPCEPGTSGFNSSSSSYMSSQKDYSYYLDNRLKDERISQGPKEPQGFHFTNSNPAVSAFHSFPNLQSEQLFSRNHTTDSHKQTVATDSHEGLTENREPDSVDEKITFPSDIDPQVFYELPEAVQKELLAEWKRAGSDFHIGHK
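Pol iota at 10 nM preincubated 15 min with compounds at room temperature; reaction started with fluorescent substrate, 50 nM final. Fluorescence read kinetically at 0 and 10 min; buffer-only wells as negative control.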
Anesthetic bind: qHTS Assay for Identification of Novel General Anesthetics. apoferritin/1-aminoanthracene competitive binding, fluorescence. AID 485281, 2010. Potency, µM (series often up to 77.5 µM), inactives show at the highest dose activity change, negative = displacement, actives largely listed as inhibitors. 350,000 compounds, 0.074% hits. Ferritin light chain (Equus caballus), P02791; note: potency is the fitted concentration of half-maximal effect; % is set by controls: 0 for no effect and ±100 for the full control effect; nearly all actives have a fitted effect of over 20% in size
Target sequence (P02791 2-175 limits assumed): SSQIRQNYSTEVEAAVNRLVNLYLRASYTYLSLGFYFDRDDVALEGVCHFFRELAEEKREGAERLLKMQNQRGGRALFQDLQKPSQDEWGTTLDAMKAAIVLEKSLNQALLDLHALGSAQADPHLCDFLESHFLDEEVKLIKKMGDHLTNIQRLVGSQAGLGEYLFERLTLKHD
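Probe: 1-aminoanthracene (50% saturated, PBS). Protein: horse-spleen apoferritin, 10 uM. Incubation: 10 min, room temperature. Detection: 380 nm excitation, 535 nm emission. Analysis: normalized response, four-parameter Hill.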
APE1 inh: qHTS Assay for Inhibitors of the Human Apurinic/apyrimidinic Endonuclease 1 (APE1) | 350,000 compounds, 0.35% hits | DNA repair nuclease/redox regulator APEX1 (Homo sapiens), P27695 | Potency, µM (titrated, usually from 65.8 µM), for inactives: top-dose activity change, negative = inhibition, actives largely listed as inhibitors | recombinant APE1, TAMRA/BHQ-2 abasic DNA cleavage fluorescence | AID 2517, 2012;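 note: potency is the fitted concentration of half-maximal effect; plate controls were vehicle for no effect and reference inhibitor for full effect; nearly all actives have a fitted effect of over 55% in size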
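Enzyme (0.75 nM final) and test compound are incubated 15 min at room temperature before adding 50 nM quenched THF abasic-site duplex. Cleavage dequenches TAMRA, followed at 525/598 nm over three reads one minute apart.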
Pol kappa inh: qHTS for Inhibitors of Polymerase Kappa. DNA polymerase kappa (Homo sapiens), Q9UBT6. purified Pol kappa, fluorescent DNA synthesis assay, 10 min. Potency, µM (highest dose often 107 µM), inactives show top-dose activity, negative = inhibition, usual class: inhibitors. 400,000 compounds, 0.53% hits. AID 588579, 2011; note: potency is the fitted concentration of half-maximal effect; % is set by controls: 0 for no effect and ±100 for the full control effect
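10 nM Pol kappa was preincubated with compounds for 15 min at room temperature. Reaction started with 50 nM (final) substrate. Fluorescence read kinetically at 0 and 10 min.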
TRHR ag: qHTS for Small Molecule Agonists and Allosteric Enhancers of Human TRH Receptor: Primary Screen for Agonists. Thyrotropin-releasing hormone receptor (Homo sapiens), P34981. TRHR cells, calcium flux fluo-8, FDSS agonist mode. activation, % at 2 µM. 360,000 compounds, 0.18% hits; in the data active = activation above about 30%; note: 0% is about no effect
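Agonist-mode FDSS calcium read (Ex 480/Em 530, 1 s cycles) in 1536-well TRHR cells with fluo-8 dye, after 10-cycle baseline and 23 nL compound addition; TRH at EC20 (10 nM final) added afterwards for the enhancer phase.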
ERG Ets-DNA blk: qHTS for Small Molecule Inhibitors of the ERG Ets/DNA interaction. AID 624246, 2012. fluorescence polarization, His-ERG Ets domain / labelled DNA. Potency, µM (series often up to 76.9 µM), inactives show top-dose FP activity, negative = inhibition, most hits filed as inhibitors. Transcriptional regulator ERG (Homo sapiens), P11308. 370,000 compounds, 0.028% hits; active = well fitted inhibition curve with a large enough effect in the polarisation, with a control signal flat; inconclusive = small, poorly fitted or top-dose-only effect, or effect the other way, or a change in a side signal; inactive = no such curve, though single readings can be large or run the other way; the % refers to the polarisation;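 note: polarization taken with two DNA probes labelled with fluorescein and Texas red; potency is the fitted concentration of half-maximal effect; % of control where 0% means no effect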
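His-tagged ERG Ets domain (1 uM in the protein solution; 300mM KCl, 50mM Tris-HCl, 1mM EDTA, 1mM DTT, pH 7.5) received compound, then a probe mix of 5 nM fluorescein-DNA and 100nM Texas-615-DNA. Fluorescence polarization was read for both dyes.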
ALOX12 inh: Primary qHTS assay for inhibitors of human arachidonate 12S-lipoxygenase (ALOX12): Round 2; purified 12hLO, xylenol orange hydroperoxide absorbance; 580,000 compounds, 1.1% hits; Polyunsaturated fatty acid lipoxygenase ALOX12 (Homo sapiens), P18054; Potency, µM (highest dose often 108 µM), without a hit: at the highest dose activity change, negative = inhibition, hits mostly inhibitors; note: potency is the fitted concentration of half-maximal effect; % is set by controls: 0 for no effect and ±100 for the full control effect
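Hydroperoxide product was detected by ferrous iron/xylenol orange as the 573 to 405 nm absorbance ratio. Arachidonic acid at 40 uM (final) was turned over for 30 min at room temperature by 150 nM human 12hLO, pH 7.0 Hepes buffer, after 15 min compound preincubation.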
The depositor's hits bear a star; ? = inconclusive; . = no result given; & = joins results of further samples; [ ] = another dose, or the depositor's remark. Unless noted, calls come from the whole dose curve; as a rule, active = well fitted curve in the direction sought with a large enough effect; inconclusive = small, poorly fitted or top-dose-only effect, or another doubt; inactive = no such curve, though single readings can be large; an effect the other way counts as inactive or inconclusive. Only part of the results is shown. The share of hits here may be higher or lower than overall.

SMILES	BLM helicase inh	Pol beta inh	POLI inh	Anesthetic bind	APE1 inh	Pol kappa inh	TRHR ag	ERG Ets-DNA blk	ALOX12 inh
CCC(=O)N(CC)Cc1cc(=O)[nH]c2ccccc12	2.0%	35.5%	155.6%[activator]	4.9%	-2.7%	8.3%	0.3	-6.6%	48.8%&12.4%[activator]
CC(=O)c1ccc(N2CCN(C(=O)c3ccc4[nH]c(C)c(C)c4c3)CC2)cc1	.	.	-21.9%	.	-9.4%	-17.3%	.	5.4%	0.0%
Cc1cc(SCC(=O)Nc2ccccc2)nc(C)n1	-1.6%	-3.0%	-2.7%	-6.7%	1.1%	-7.1%	0.2	-2.4%	?
COc1ccc2c(c1)-c1nc(/N=C/c3ccc(O)cc3)sc1CC2	1.1%	-13.6%	-6.0%	-5.3%	-4.6%	-3.4%	-1.0	-1.4%	-12.0%
CN(c1ccccc1)S(=O)(=O)c1cccc(NC(=O)CSc2ncn[nH]2)c1	6.4%	6.4%	-0.8%	-7.7%	23.7%	-15.2%	-0.3	0.0%	12.4%
O=C(Nc1ccc(N2CCOCC2)c(S(=O)(=O)Nc2cc(Cl)ccc2Cl)c1)c1cccnc1	-12.0%	?	-2.2%	-18.1%	-2.3%	-9.4%	0.4	6.6%	-16.9%
Cc1cc(-c2ccccc2)nc(N2CCC(C(=O)NC34CC5CC(CC(C5)C3)C4)CC2)n1	-1.0%	9.0%	15.5%	-8.2%	-9.6%	-0.6%	0.5	-5.0%	12.2%
CCCc1nnc(SCC(=O)O)n1/N=C/c1ccc2c(c1)OCO2	0.5%	10.1%	2.6%	-19.0%	1.0%	-1.8%	1.5	.	9.6%
COC(=O)c1c(C)oc(C)c1S(=O)(=O)NCc1ccc(OC)cc1	-1.7%	-0.9%	-1.7%	-8.2%	1.3%	0.9%	0.3	0.4%	135.5%[activator]
CCC(=O)N1CCc2cc(CNC(=O)Cc3ccc(OC)c(OC)c3)ccc21	1.3%	9.0%	11.0%	-8.9%	.	-4.5%[60.1 µM]	0.0	1.3%	-14.5%
CCOc1ccc(NC(=S)N(CCCN2CCCC2)Cc2cccn2Cc2ccc(Cl)cc2)cc1	-8.1%	?	56.4%[activator]	-16.3%	-6.3%	6.8%	0.5	0.7%	20.0%
Cc1ccc(S(=O)(=O)N2CCC(C(=O)NC3CC(C)(C)NC(C)(C)C3)CC2)cc1	0.5%	-6.5%	-5.0%	-10.4%	21.9%	6.8%	0.4	-13.6%	-14.0%&-7.4%
Fc1ccc2[nH]c3c(Cl)ncnc3c2c1	-6.1%	17.9%	38.5%[activator]	-7.0%	-10.8%	-16.9%	-0.3	-13.7%	3.7%
Cn1c(COc2ccc(Cl)cc2)nnc1SCC(=O)NC1CCCC1	-5.3%	16.9%	-6.9%	-2.6%	14.0%	-0.5%	0.3	18.1%	-46.6%
CCOC(=O)c1ccc(NC(=O)Nc2ccn(C)n2)cc1	-2.1%	30.0%	89.1µM*	-13.6%	-2.5%	-16.7%	0.5	-5.4%	-3.8%
O=c1c(NCc2cccs2)nccn1-c1ccccc1	-3.2%	-23.5%	16.0%	-9.3%	.	-13.5%	0.2	-0.9%	?
CC#CCN(CC#CC)S(=O)(=O)c1ccc(S(=O)(=O)N2CCOCC2)cc1	-4.6%	17.5%	-10.5%	?	-8.2%	-17.0%	0.6	-2.0%	19.7%
COCCSc1nnc(NC(=O)c2cc(OC)c(OC)cc2[N+](=O)[O-])s1	-6.3%	-8.4%	-1.8%	-10.2%	-3.6%	-11.2%	0.4	-3.7%	?
COc1ccccc1CNC(=O)N1CCN(c2ccccc2Cl)CC1	-1.0%	62.6%	?	-2.1%	-7.9%	?	-1.3	-10.5%	?
O=C(COC(=O)CCc1nc2ccccc2s1)Nc1nc(-c2ccccc2)cs1	1.1%	4.0%	-18.6%	-14.7%	-0.9%	5.2%[60.1 µM]	-0.2	-2.3%	-8.1%
COC(=O)c1nn(C23CC4CC(CC(C4)C2)C3)c2c1C(=O)N(c1ccc(F)cc1)C2=O	-0.9%	0.2%	6.8%	-8.5%	-3.1%	-2.0%	0.3	1.4%	0.0%
COc1cc(OC)nc(/N=C/NO)n1	-0.6%	2.1%	136.6%[activator]	-1.1%	6.9%	-9.6%	0.3	-3.0%	-29.2%
COc1ccc(C(=O)NNC(=O)c2cc3cccc(OC)c3oc2=O)cc1	0.0%	-21.2%	56.9%[activator]	-12.8%	4.0%	3.6%	-0.8	5.7%	-3.7%
CCCCN(C(=O)c1c(C)[nH]c(C(=O)OCC)c1C)c1ccccc1	0.9%	-0.8%	66.5%[activator]	?	-6.6%	-2.4%	0.5	-1.4%	-9.4%
COc1ccc(C(=O)NC(=S)Nc2ccc(N3CCOCC3)c(Cl)c2)cc1[N+](=O)[O-]	-0.4%	6.6%	-18.9%	-12.0%	3.4%	-13.7%	-0.7	-4.1%	?

Two of these compounds in another layout.
SMILES,BLM helicase inh,Pol beta inh,POLI inh,Anesthetic bind,APE1 inh,Pol kappa inh,TRHR ag,ERG Ets-DNA blk,ALOX12 inh
COc1cc(OC)nc(/N=C/NO)n1,-0.6%,2.1%,136.6%[activator],-1.1%,6.9%,-9.6%,0.3,-3.0%,-29.2%
COc1ccc(C(=O)NNC(=O)c2cc3cccc(OC)c3oc2=O)cc1,0.0%,-21.2%,56.9%[activator],-12.8%,4.0%,3.6%,-0.8,5.7%,-3.7%

Additional entries
SMILES	BLM helicase inh	Pol beta inh	POLI inh	Anesthetic bind	APE1 inh	Pol kappa inh	TRHR ag	ERG Ets-DNA blk	ALOX12 inh
COc1ccc(CN(C(=O)CN2C(=O)c3ccccc3S2(=O)=O)C(C(=O)NCC2CCCO2)c2ccco2)cc1 (stereo not drawn)	0.8%	95.4%	36.8%[activator]	-16.1%	4.9%[12.4 µM]	-1.1%	-0.4	5.8%	-12.6%
O=[N+]([O-])/C(=C\Nc1ccccc1Cl)S(=O)(=O)c1ccccc1	1.8%	20.0%	.	-11.3%	-1.2%	.	-0.1	.	.
COc1ccc(C(=O)n2nc(-c3cccnc3)nc2NCc2ccccc2)cc1OC	-1.3%	31.8%	13.5%	-12.8%	.	12.4%	0.9	8.0%	?
O=C1NCCN1CCNS(=O)(=O)c1ccc2ccccc2c1	1.4%	27.7%	16.4%	-10.1%	-4.2%	-14.5%	0.7	-4.9%	0.0%
CCOc1ccccc1-n1nnnc1SCC(=O)Nc1cc2oc3ccccc3c2cc1OC	2.7%	0.3%	-20.6%	-15.1%	0.8%	-7.3%	1.4	.	-4.6%
CC(C)C(=O)N1CCN(c2ccc(NC(=O)c3ccc([N+](=O)[O-])o3)cc2Cl)CC1	-11.9%	-7.0%	65.5%[activator]	-15.7%	0.3%	10.7%	-1.7	-2.9%	-4.2%
CCC(C)[C@H](NC(=O)[C@@H]1Cc2c([nH]c3ccccc23)C2c3ccccc3C(=O)N21)C(=O)NCC1CCCO1 (stereo partly drawn)	0.7%	-2.3%	-2.4%	?	10.5%	-0.2%	-0.3	-2.0%	?
O=C(OCC1COc2ccccc2O1)c1c(F)cccc1F (stereo not drawn)	-7.4%	3.1%	3.1%	?	5.8%	-11.2%	-0.4	.	4.9%
COc1cccc(NC(=O)NCc2cccn2C)c1	-1.6%	5.9%	8.1%	-14.7%	-2.3%	-9.3%	-0.4	0.0%	?
CC(=O)c1cc(C#N)c(SCc2ccc(F)cc2)nc1C	-1.0%	1.6%	22.3%	-17.2%	-4.3%	1.5%	0.0	6.3%	470.6%[activator]
COCCCC1CCN(C(=O)C2CCC(=O)N(C3CCCCCC3)C2)CC1 (stereo not drawn)	1.9%	17.5%	-3.7%	-4.9%	24.9%	-3.1%	0.3	15.4%	-6.3%
CCS(=O)(=O)c1nc(S(=O)(=O)c2ccc(Cl)cc2)c(NCCCN2CCOCC2)s1	0.6%	26.9%	18.1%	-8.4%	-12.3%	-4.4%	-0.5	-0.2%	-0.1%
CC(C)CCNC(=O)C(c1cccnc1)N(CCc1ccccc1)C(=O)Cn1nnc2ccccc21 (stereo not drawn)	1.4%	1.4%	60.3%[activator]	-2.5%	1.1%	-6.3%	-0.4	1.9%	20.6%
O=C(NCc1cccs1)C(=O)NCC(c1ccco1)N1CCN(c2ccccc2)CC1 (stereo not drawn)	-5.2%	17.8%	10.8%	-7.9%	-1.3%	-7.4%	0.1	4.0%	-10.0%
O=C(CSc1ccccc1)OCC(=O)N1CCN(C(=O)c2ccco2)CC1	.	.	1.8%	.	11.0%	-9.4%	-0.2	7.4%	0.2%
Cc1ccc2cc(/C=N/NC(=O)CN3CCCCC3)c(Cl)nc2c1	-2.2%	31.3%	18.5%	-5.6%	1.5%	-11.6%	-1.2	-1.8%	-3.7%
CCOC(=O)COc1ccc(C)cc1-c1ccno1	-1.9%	0.2%	7.2%	-9.2%	-1.6%	-6.4%	-0.3	-4.3%	0.0%
CCCCCC(=O)N1CCCCC1	2.1%	-5.6%	114.2%[activator]	8.6%	62.6%[activator]	6.9%	-1.2	-9.3%	0.6%
Cc1ccsc1C(C(=O)NC1CCCCC1)N(C(=O)c1csnn1)C1CC1 (stereo not drawn)	0.6%	2.6%	11.8%	-12.6%	-0.7%	-7.0%	-0.8	-1.2%	0.0%
